# Source: PubChem BioAssay
# Insulin prom up = insulin promoter activators in MIN6 cells, imaging, high-content screening, mouse beta cells; MIN6 insulin promoter-GFP reporter; active compounds read high; 0.3% of 190,000 active; z-score at 5 µM;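 active = z-score above 3 at 5 µM with at least 500 cells counted in the well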
# XIAP antagonists = XIAP antagonists, biochemical, IAP family, fluorescence polarization (AID 1018) | E3 ubiquitin-protein ligase XIAP (Homo sapiens) | XIAP BIR domain, fluorescence polarization peptide displacement; higher % means a stronger effect | one-dose displacement, % at 20 µM; IC50 in µM for titrated hits | 0.007% of 200,000 active; in the data active = displacement above about 50%; also: a part of the inactive calls stands beside numbers as strong as those of hits
# MT stabilize HCS = microtubule stabilizers in HeLa cells, primary screen, imaging, high-content imaging | 0.83% of 200,000 active | HeLa tubulin immunostaining HCS, 24 h; share of cells brighter than vehicle mean+2SD | AID 2205, 2009 | % tubulin-high responders, % at 10 µM;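 active = plate Z-score above 3 for both tubulin-high and condensed-nucleus cell shares, with cell loss under 80%, at 10 µM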;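 also: anti alpha tubulin signal scored within the nucleus-defined area of each cell; some results filed as inactive read as strong as hits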
# CSM14.1 death rescue = rescue of cells from ER stress-induced death, primary screen, 384-well, CSM14.1, thapsigargin, ATP luminescence (AID 1222). CSM14.1 thapsigargin-induced death rescue, ATP luminescence; higher % means a stronger effect. cellular ATP content (survival), % at 20 µM; hits with a dose series show EC50 in µM. 190,000 tested, under 10 active;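 active = EC50 below 50 µM in the dose-response confirmation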;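 also: death triggered by thapsigargin at about 15 µM added after 2 h compound pretreatment; cell ATP read after overnight thapsigargin exposure of roughly 18 to 22 hours; normalized against plate controls of thapsigargin alone and 5% DMSO vehicle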
# Dynein cargo inh = inhibitors of GR-EGFP nuclear translocation, primary screen, dynein cargo transport inhibitor project, imaging, high-content, 3617.4 mouse cells; test concentration mostly 20 µM; stimulated with dexamethasone, 1 µM; active compounds read low; z-score, hits read low; 0.47% of 220,000 active;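 active = plate z-score of nuclear minus cytoplasmic receptor signal below a set negative limit, without overly bright fluorescence or cell loss, cut at about -3.5 in these data, passing the limit was not always enough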;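 also: z-score of nuclear minus cytoplasmic ring GR-EGFP intensity difference per well; some compounds called inactive have numbers as strong as hits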
#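 Medium: Induction medium lacking tetracycline, stripped serum | Probe or stimulus: 1.0 µM final dexamethasone stimulus | Schedule: 48 h induction, then 1 h compound, then 30 min agonist, 37 °C | Signal: Automated 10x imaging of fixed Hoechst-stained cells | Evaluation: Per-cell GR-EGFP intensity, nucleus versus surrounding cytoplasmic ring, well-averaged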
# bCat nuc transl = modulators of beta-catenin nuclear translocation, primary screen, imaging, HeLa cells, immunofluorescence, high-content; AID 1665, 2009; nuclear translocation activity, % at 5 µM; 0.3% of 190,000 active;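 active = nuclear translocation activity above 50% at 5 µM, with a well cell count of 50 or more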;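 also: per-cell ratio of nuclear to cytoplasmic median beta-catenin stain intensity; plate controls were DMSO negative control for no effect and GSK-3 inhibitor IX positive control for full effect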
#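 Test system: human HeLa cell line; Doses: 5 µM primary, 0.02–20 µM confirmation; Incubation: 24 h compound exposure, 37°C; Detection: beta-catenin immunofluorescence imaging with DAPI; Read-out: beta-catenin nuclear/cytoplasmic ratio, % activation.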
# Hep lipid drop = inhibitors of hepatocyte lipid droplet formation, primary screen, imaging, high-throughput imaging, BODIPY stain | AML12 mouse hepatocytes, oleate lipid droplets | inhibition, % at 6.5 µM | 0.4% of 240,000 active;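 active = lipid droplet intensity inhibited by at least 50%, with more than 500 cells counted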
#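 Assay system: AML12 hepatocytes (mouse); Probe or stimulus: oleic acid at 100 µM to induce lipid droplet formation; Dosing: compound at 6.5 µM only; Schedule: compound with oleate, overnight; Detection: fluorescence imaging, 20x objective, two fields per well; Measure: % inhibition of lipid droplet signal.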
# Autophagy HCS = autophagy modulators in MEF cells, primary screen, imaging, high-content, MEF GFP-LC3; calls only at 10 µM (by protocol); MEF GFP-LC3 puncta imaging; test concentration mostly 10 µM; 0.98% of 190,000 active;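 active = percentage of spot-positive cells more than 3 SD above its plate mean, without a fluorescence outlier flag or 80% toxicity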;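 also: spot-positive cell cutoff set from DMSO-treated cells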
# WT yeast gro inh = growth inhibition of WT strain, primary screen, mitochondrial fusion inhibitor project, WT and mutant strains, chemical genetic; inhibition, % at 10 µM; 2.1% of 190,000 active; mitochondrial fusion phenotypic screen; in the data active = inhibition above about 58%; tested in S. cerevisiae
# WT yeast gro inh mutant strain = also measured in WT yeast gro inh; calls as there; inhibition, %; mitochondrial fusion phenotypic screen, mutant strain inhibition
# Dynein cargo inh cytoplasmic EGFP = recorded beside Dynein cargo inh, whose call it bears; z-score; measured here: cytoplasmic GR-EGFP intensity; active compounds read high
# Dynein cargo inh nuclear GR-EGFP = second read-out of Dynein cargo inh, no call of its own (marks repeat the call); z-score; measured here: nuclear GR-EGFP intensity;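 lower value marks the stronger effect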
# Dynein cargo inh cell count = second read-out of Dynein cargo inh, no call of its own (marks repeat the call); z-score; measured here: cell count per field
# Insulin prom up cell count = also measured in Insulin prom up; calls as there; cell count; measured here: cytotoxicity, nuclei count;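 total cells summed across four imaged fields per well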
# Hep lipid drop cells 6.5 µM = recorded beside Hep lipid drop, whose call it bears; cell count; measured here: cell count, cytotoxicity flag;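 cells counted across two imaged fields per well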
# bCat nuc transl cell count 5 µM = second read-out of bCat nuc transl, no call of its own (marks repeat the call); cell count; measured here: cell count, cytotoxicity flag
# MT stabilize HCS Hoechst-high % = second read-out of MT stabilize HCS, no call of its own (marks repeat the call); % Hoechst-high responders; measured here: nuclear condensation Hoechst responders;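 share of cells brighter than vehicle mean plus two SD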
# MT stabilize HCS cytotoxicity % = second read-out of MT stabilize HCS, no call of its own (marks repeat the call); toxicity, %; measured here: cytotoxicity by cell density;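 0% = mean cell density of plate MIN control wells and 100% = no cells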
# Autophagy HCS cell loss 18 h = further read-out of Autophagy HCS, marked with its call; toxicity, %; measured here: cell loss, nuclei count;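 cell loss after 18 h compound exposure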
# Active calls of the source: *; i = inactive; . = not tested or not shown; & = joins results of further samples.
SMILES,Insulin prom up,Insulin prom up cell count,XIAP antagonists,MT stabilize HCS,MT stabilize HCS Hoechst-high %,MT stabilize HCS cytotoxicity %,CSM14.1 death rescue,Dynein cargo inh,Dynein cargo inh cytoplasmic EGFP,Dynein cargo inh nuclear GR-EGFP,Dynein cargo inh cell count,bCat nuc transl,bCat nuc transl cell count 5 µM,Hep lipid drop,Hep lipid drop cells 6.5 µM,Autophagy HCS,Autophagy HCS cell loss 18 h,WT yeast gro inh,WT yeast gro inh mutant strain
COc1ccc(-c2cc(C#N)nc(N3CCN(C)CC3)n2)cc1,-0.09,1063,-1.7%,4.4,1.6,1.9,-3.1%,-1.2,-0.3,-0.089,1.3,-0.5,444,2,777,i,-2,40,6
Cc1noc(C)c1CSc1nnc(-c2ccccc2)o1,-1.2,1428,-3.5%,4.2,2.0,9.8,1.1%,0.44,-0.34,0.45,-0.68,-1.9,1119,30,735,i,-9,-9,0
COc1cccc(Cn2cnc3c(NS(=O)(=O)c4ccc(Cl)cc4)c(C)c(C)cc32)c1,0.43,1855,-0.3%,2.2,2.0,8.5,-1.5%,-0.41,-0.22,-0.48,-0.0098,0.4,1102,-6,682,i,3,-4,-17
CCCn1c(=O)c(/C(N)=N/O)nn(-c2cccc(C(F)(F)F)c2)c1=O,0.16,1425,.,.,.,.,.,0.2,-0.25,0.071,0.46,-0.3,1034,-2,751,.,.,.,.
COc1ccc(-c2cc(C(=O)Nc3ccc(C(N)=O)cc3)c3ccccc3n2)cc1OC,-1.6,1263,-3.4%,3.8,1.9,2.7,-1.2%,1,-0.28,1,-0.86,1.5,1055,3,663,i,9,-33,-31
CCOC(=O)C(=O)Nc1ccccc1C(=O)NCc1ccccc1,-0.34,1429,-0.9%,3.1,2.1,4.6,0.0%,-0.45,-0.3,0.51,0.81,0.2,1350,-10,693,i,9,-4,5
NC(=S)NC(=O)/C=C/c1ccccc1,-0.14,1192,-2.8%,2.7,2.9,7.4,-1.5%,-0.15,-0.25,0.047,0.39,-1.0,1116,-1,736,i,14,6,9
Cc1nnc(SCC(=O)N2c3ccccc3CC2C)[nH]c1=O (stereo not drawn),1,2204,-9.2%,4.2,3.1,10,-1.0%,0.54,-0.17,-0.096,-0.076,-1.0,952,17,646,i,-8,2,-14
CC(=O)Nc1cccc(OCCCNC(=O)c2ccc(C(C)(C)C)cc2)c1,-0.07,1419,.,.,.,.,.,0.93,-0.28,0.21,-0.51,-0.5,1303,6,773,.,.,.,.
CC(C)NS(=O)(=O)c1ccc(CCC(=O)O)cc1,0.17,1917,-0.6%,3.9,2.6,3.2,-2.3%,-0.93,-0.24,-0.58,0.13,-3.8,1190,3,525,i,1,-5,-5
COC(=O)c1c(C)nc2c(c(SC)nn2-c2ccccc2)c1N,2.6,711,-7.7%,1.3,1.7,7.3,-0.3%,-0.98,0.32,-0.21,0.64,0.4,989,16,819,i,-9,-8,-9
CN1CCN(c2ccccc2NC(=O)c2ccc(OCc3ccccc3)cc2)CC1,-0.57,1113,-14%,3.1,2.4,30,.,-0.36,-0.18,-0.24,-1.3,-0.3,1018,27,550,i,-2,21,43
Cc1ccc(C(=O)N/N=C/c2cc(C)n(-c3ccc(Br)cc3)c2C)cc1[N+](=O)[O-],0.1,1429,-0.9%,3.5,1.3,2.4,-0.2%,-0.14,-0.2,0.43,0.63,6.5,1335,.,.,i,2,19,-2
Cc1cccc2cc(CN(CCN3CCCC3)C(=O)NC3CCCCC3)c(=O)[nH]c12,-0.35,1234,-4.2%,2.7,2.1,12,-1.7%,-0.6,-0.16,-0.12,0.12,-1.5,1161,.,.,i,-13,5,-14
CN(CC(=O)Nc1ccc(S(=O)(=O)N2CCCC2)cc1)Cc1c(F)cccc1Cl,-1.2,1220,-4.1%,3.6,1.3,7.0,3.4%,1.7,-0.27,1.1,-0.6,-1.7,1013,-9,672,i,-3,8,13
CCNC(=O)c1ccccc1NC(=O)c1cccc(S(=O)(=O)N2CCC(C)CC2)c1,-2.5,1154,0.6%,1.2,1.9,3.1,7.1%,0.51,-0.24,1.1,-0.25,-1.4,1095,0,751,i,6,9,-3
COc1cc(/C=C/C(=O)Nc2ccncc2)cc(OC)c1OC,-0.29,1179,-3.0%,2.9,2.7,3.5,-1.3%,0.37,-0.27,0.33,0.31,-2.0,529,1,672,i,10,-18,-4
Cc1ccc2nc(NC(=O)CCn3cccc3)sc2c1,-0.78,1330,-0.6%,8.6,5.5,8.9,.,1.9,-0.25,1.2,-0.26,2.2,1046,-3,661,i,7,1,25
CCCC(C)C(=O)OCC(=O)Nc1ccc(Br)cc1 (stereo not drawn),-0.23,1252,-6.5%,3.9,0.8,6.9,-0.9%,-0.8,-0.17,-0.56,0.49,-0.2,1041,-1,673,i,6,10,-19
CN=CC1=C(O)CC(C)(C)CC1=O,1.1,1473,-6.4%,2.0,1.6,10,1.0%,-0.28,-0.22,0.16,0.21,-0.4,1386,.,.,.,.,11,9
CCCC1=C(C(=O)OCC)C(c2ccccc2OC)NC(=O)N1 (stereo not drawn),.,.,-15%,5.6,2.4,6.5,-1.3%,-1.2,-0.22,-0.49,0.64,-1.9,1001,.,.,i,3,-2,4
O=C(CCCCCN1C(=O)c2cccc3cccc(c23)C1=O)NCc1ccco1,-0.25,1403,.,.,.,.,.,1.3,-0.21,0.78,-0.76,-0.6,1121,1,717,.,.,.,.
COc1cc(C2NC(=O)NC(c3ccccc3)=C2C(C)=O)c(Cl)cc1OCC(=O)O (stereo not drawn),-0.08,1266,-8.6%,3.3,2.7,14,-2.3%,-0.3,0.23,-0.059,0.71,-1.8,1081,-12,690,i,-4,-4,2
CCc1nc2ccccc2c(C(=O)OCCN2C(=O)c3ccccc3C2=O)c1C,0.07,1402,0.2%,3.4,2.0,2.1,-2.3%,-1.7,-0.22,-1.2,1.2,-2.0,1343,.,.,i,-10,0,6
O=C(N/N=C/c1cc([N+](=O)[O-])ccc1O)C1C2CCCCC21 (stereo not drawn),-0.17,1419,-10%,4.2,1.9,2.1,0.0%,0.34,-0.23,0.48,-0.52,0.4,1490,2,656,i,8,-18,-10
CN1CCN(CCCN2c3ccccc3Sc3ccc(Cl)cc32)CC1,0.02,1397,-6.3%&-6.8%,5.4,4.8,6.5,-4.3%&-4.4%,1.9,3,1.7,-2.6,-0.6,1024,-23&-5,704&731,i,19,94*,94*
Cc1cc(C(F)(F)F)nn1Cc1n[nH]c(=S)n1-c1cccc(Cl)c1,-0.13,1598,-7.8%,2.9,1.2,2.2,-0.8%,-0.022,-0.21,0.28,-1.1,-2.9,1058,.,.,i,-27,-6,-12
Cc1ccc(NCc2nnc(SCC(N)=O)n2CC2CCCO2)c(C)c1 (stereo not drawn),-0.37,1181,-4.5%,2.6,1.7,8.4,-2.4%,3.5,-0.21,2.1,-2.3,-1.1,1179,19,667,i,1,-11,-10
Cc1nnc(OC(C)C)c2nn(-c3ccccc3F)c(C)c12,0.88,812,-4.8%,2.8,1.5,5.1,1.9%,-0.043,-0.16,0.19,-0.18,1.1,930,-3,771,i,-5,1,16
Cc1ccc(NC(=S)N2CCN(c3nccc(C(F)(F)F)n3)CC2)c(C)c1,-0.05,1436,.,.,.,.,.,-0.35,-0.25,-0.21,0.26,-3.7,1133,5,728,.,.,.,.
O=S(=O)(NC1c2cccc3cccc(c23)C1N1CCNCC1)c1ccc(Cl)cc1 (stereo not drawn),0.08,1013,0.3%,2.1,4.5,6.9,-4.4%,3.8,0.22,3,-2.2,1.4,1475,-19,587,i,-1,13,-17
COC(=O)c1cccc(NC(=O)CSc2nc(O)c(-c3ccccc3)c(=O)[nH]2)c1,-0.17,1446,-5.5%,3.6,2.7,5.6,0.8%,0.13,-0.33,0.36,-0.049,0.6,1525,3,649,i,-1,-7,-2
O=C(CCCC(=O)N(CC(=O)NC1CCCC1)Cc1ccccc1)Nc1ccccn1,1.1,969,-9.4%,2.5,1.4,12,-3.1%,-0.33,-0.39,-0.26,0.32,-1.7,878,.,.,i,9,-16,-10
CCOc1cc2c(C)cc(=O)oc2cc1Cl,.,.,-4.3%,4.8,2.5,6.5,-0.8%,-0.44,-0.2,0.045,0.34,.,.,.,.,i,22,20,22

# An excerpt of these results, with values under each structure.
# Order of values: Insulin prom up | Insulin prom up cell count | XIAP antagonists | MT stabilize HCS | MT stabilize HCS Hoechst-high % | MT stabilize HCS cytotoxicity % | CSM14.1 death rescue | Dynein cargo inh | Dynein cargo inh cytoplasmic EGFP | Dynein cargo inh nuclear GR-EGFP | Dynein cargo inh cell count | bCat nuc transl | bCat nuc transl cell count 5 µM | Hep lipid drop | Hep lipid drop cells 6.5 µM | Autophagy HCS | Autophagy HCS cell loss 18 h | WT yeast gro inh | WT yeast gro inh mutant strain
- Cc1cc(C(F)(F)F)nn1Cc1n[nH]c(=S)n1-c1cccc(Cl)c1
    -0.13 | 1598 | -7.8% | 2.9 | 1.2 | 2.2 | -0.8% | -0.022 | -0.21 | 0.28 | -1.1 | -2.9 | 1058 | . | . | i | -27 | -6 | -12
- Cc1ccc(NCc2nnc(SCC(N)=O)n2CC2CCCO2)c(C)c1 (stereo not drawn)
    -0.37 | 1181 | -4.5% | 2.6 | 1.7 | 8.4 | -2.4% | 3.5 | -0.21 | 2.1 | -2.3 | -1.1 | 1179 | 19 | 667 | i | 1 | -11 | -10
